High-throughput results as filed in PubChem.
NPR2 activator: human GC-B receptor activators, primary screen, HEK293 GC-B cells, cGMP TR-FRET, EC30 CNP. 0% at EC30 CNP, 100% saturating CNP. 370,000 compounds, 0.11% hits. activation, % at 10 µM;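 active means activation at 10 µM reaching about 35% in either raw or pattern-adjusted values, limit read from the data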
mABHD4 FP: ABHD4 inhibitors, primary screen, biochemical, fluorescence polarization, mouse; purified mABHD4, FP-Rh probe fluorescence polarization; inhibition, % at 8.92 µM; 370,000 compounds, 0.54% hits; AID 720543, 2013;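 active means inhibition exceeding the mean over every tested compound plus 3 SD, cut at about 30% in these data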;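 further: 0% = plate median of compound wells and 100% = S159A mutant with DMSO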
Target sequence (Q8VD66 whole entry, looked up): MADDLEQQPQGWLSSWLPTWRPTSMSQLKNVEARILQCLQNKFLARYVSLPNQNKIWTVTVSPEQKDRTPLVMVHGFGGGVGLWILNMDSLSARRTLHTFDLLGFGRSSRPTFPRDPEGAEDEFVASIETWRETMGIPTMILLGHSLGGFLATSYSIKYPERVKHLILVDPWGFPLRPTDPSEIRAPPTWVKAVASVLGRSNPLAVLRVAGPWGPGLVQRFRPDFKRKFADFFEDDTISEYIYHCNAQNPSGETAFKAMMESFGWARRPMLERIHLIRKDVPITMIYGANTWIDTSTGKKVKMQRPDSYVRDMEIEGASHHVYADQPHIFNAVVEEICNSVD
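Doses – 8.92 µM, single dose · Material – wild-type mouse ABHD4 protein · Replication – single well per compound (singlicate) · Measure – percent inhibition of probe binding, normalized to plate controls · Schedule – 45 min compound pre-incubation plus 60 min probe step, 25 °C · Detection – fluorescence polarization with parallel and perpendicular emission, 525/598 nm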
UHRF1 binding: UHRF1 methylated DNA binding inhibitors, primary screen, counter-screen for MBD2 inhibitor project, biochemical, TR-FRET, human UHRF1, single concentration; AID 687016, 2013; UHRF1 binding to methylated oligo; 370,000 compounds, 0.75% hits; inhibition, % at 4.4 µM; in the data active means inhibition above about 21%;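 further: UHRF1 SRA domain binding a hemimethylated CpG hairpin DNA probe; 0% = median of test compound wells and 100% = reference inhibitor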
HTRA1 inhibitor: HTRA1 serine protease inhibitors, primary screen, biochemical, fluorescence polarization, HTS. 340,000 compounds, 0.5% hits. AID 504803, 2011. inhibition, % at 5.96 µM. recombinant HTRA1, FP-rhodamine activity-based probe. Q92743; in the data active means inhibition above about 36%;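 further: 0% = enzyme with DMSO and 100% = wells lacking enzyme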
MBD2 DNA inh: inhibitors of MBD2 binding to methylated DNA, primary screen, biochemical, TR-FRET, DNA-binding domain, human. Methyl-CpG-binding domain protein 2 (Homo sapiens), Q9UBB5. 370,000 compounds, 0.31% hits. MBD2 binding to methylated oligonucleotide. inhibition, % at 4.4 µM; in the data active means inhibition above about 13%
GC-A act: GC-A stimulated cGMP production enhancers – HEK293 GC-A cells, cGMP TR-FRET, EC30 ANP, primary screen. 370,000 compounds, 0.14% hits. Atrial natriuretic peptide receptor 1 (Homo sapiens), P16066. activation, % at 10 µM. 0% at EC30 ANP, 100% saturating ANP; in the data active means activation above about 40%
PRMT1 inh: PRMT1 methyltransferase inhibitors, primary screen, biochemical, fluorescence polarization; inhibition, % at 2.79 µM; 370,000 compounds, 1.3% hits; recombinant PRMT1, activity-based probe fluorescence polarization; Protein arginine N-methyltransferase 1 (Homo sapiens), Q99873; AID 652257, 2013;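 active means inhibition above about 21% made by adding two undisclosed values, limit read from the data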
rCAG RNA binder: binders of r(CAG) RNA repeats, primary screen, biochemical, fluorescence. r(CAG) RNA repeat, TO-PRO-1 dye displacement fluorescence. inhibition, % at 3 µM. 370,000 compounds, 1.3% hits;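 active means inhibition above the plate cutoff, the mean of all test compounds on that plate plus 3 SD, cut at about 35% in these data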;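 further: 0% = DMSO alone and 100% = 100 µM mitoxantrone as full dye displacement; higher means more dye released from RNA so lower well fluorescence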
SIAE primary: human SIAE inhibitors, primary screen, biochemical, fluorescence polarization, FP-Rh probe, 1536-well HTS. SIAE FP-Rh probe binding. 370,000 compounds, 0.69% hits. Sialate O-acetylesterase (Homo sapiens), Q9HAT2. inhibition, % at 9.66 µM;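 active means inhibition above a cutoff: mean of compounds within the control limits plus 3 SD of those, cut at about 17% in these data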;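 further: 0% = plate median of compound wells and 100% = probe without SIAE protein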
Target sequence (Q9HAT2 whole entry, looked up): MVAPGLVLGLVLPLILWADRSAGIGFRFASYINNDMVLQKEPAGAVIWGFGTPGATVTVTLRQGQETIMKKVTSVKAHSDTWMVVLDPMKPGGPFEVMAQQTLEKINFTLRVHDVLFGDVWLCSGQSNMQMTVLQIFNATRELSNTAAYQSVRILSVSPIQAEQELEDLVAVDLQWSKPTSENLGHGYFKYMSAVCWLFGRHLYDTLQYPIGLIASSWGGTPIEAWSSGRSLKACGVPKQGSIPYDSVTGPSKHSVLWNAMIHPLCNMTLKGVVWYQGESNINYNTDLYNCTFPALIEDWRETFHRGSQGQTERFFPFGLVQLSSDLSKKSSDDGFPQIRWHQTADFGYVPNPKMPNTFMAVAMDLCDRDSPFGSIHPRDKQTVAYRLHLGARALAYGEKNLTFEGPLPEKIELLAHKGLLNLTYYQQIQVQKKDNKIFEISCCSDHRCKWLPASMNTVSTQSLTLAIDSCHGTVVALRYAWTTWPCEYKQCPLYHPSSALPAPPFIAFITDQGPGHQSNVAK
TCR-CD3 inh: inhibitors of human TCR-CD3 interaction, primary screen, biochemical, fluorescence, TAMRA-labeled TCR probe. T-cell receptor (TCR). inhibition, % at 9.4 µM. 360,000 compounds, 0.37% hits. AID 651800, 2012; in the data active means inhibition above about 19%;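 further: recombinant mutant TCR 2C K166C tagged with TAMRA read by polarization; 0% = receptor in buffer alone and 100% = receptor with positive control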
An asterisk follows results filed as active; x = no result given. Some of the compounds tested. The share of hits here may be higher or lower than overall.

SMILES | NPR2 activator | mABHD4 FP | UHRF1 binding | HTRA1 inhibitor | MBD2 DNA inh | GC-A act | PRMT1 inh | rCAG RNA binder | SIAE primary | TCR-CD3 inh
Cc1cc(C)c2c(=O)[nH]c(SCC(=O)Nc3ccccc3)nc2n1 | 2 | 4 | -1 | 8 | -5 | -4 | -2 | 4 | 6 | 1
O=C(NNC(=O)c1cccc(-n2cccc2)c1)c1ccccc1 | -4 | -6 | 1 | 4 | 4 | 3 | 4 | 2 | 2 | 0
COc1ccccc1CNC(=O)C1CCC(CNc2c(N3CCCCC3)c(=O)c2=O)CC1 (stereo unspecified) | 1 | 2 | -1 | 5 | -7 | 0 | -3 | -3 | 12 | 2
CC(C)N(Cc1nc(-c2ccc(Cl)cc2)no1)C(=O)c1cccs1 | 1 | 2 | -1 | -26 | -7 | 4 | -3 | -6 | 0 | 4
CCCCCc1ccc(-c2cn(Cc3ccc4ccccc4c3)nn2)cc1 | 6 | -6 | 4 | 0 | -5 | 2 | 0 | 1 | 3 | 3
Cc1ccc(N(C(=O)CNC(=O)c2ccco2)C(C(=O)NC2CCCC2)c2ccncc2)cc1C (stereo unspecified) | 5 | 1 | 4 | 1 | 0 | -1 | 3 | -1 | 1 | 1
COc1ccc(C(C)=O)cc1COC(=O)CNC(=O)c1ccccc1F | 1 | 2 | -5 | 1 | 2 | -3 | -2 | -6 | -6 | -7
O=C(O)CNC(=O)c1ccc(N2CCOCC2)cc1[N+](=O)[O-] | 1 | 2 | -3 | 4 | 0 | -1 | -1 | 2 | -5 | 8
COc1cccc(NC(=O)COC(=O)CCC(=O)c2cccs2)c1 | 4 | 5 | 2 | -3 | 1 | 2 | 0 | 0 | 5 | -4
CN(C)C(CNC(=S)Nc1ccccc1)c1cccnc1 (stereo unspecified) | 4 | 9 | 0 | -5 | 6 | 6 | 1 | 1 | 3 | 6
CN(Cc1ccccc1)c1ccc(C(CC(N)=O)NC(=O)Cc2ccc(Br)cc2)cc1[N+](=O)[O-] (stereo unspecified) | 3 | -2 | -3 | -11 | 0 | 1 | -3 | 3 | -8 | -7
CCN(C(=O)COC(=O)Cc1c[nH]c2ccccc12)c1c(N)n(Cc2ccccc2)c(=O)[nH]c1=O | -4 | 3 | 0 | 2 | 1 | 3 | 14 | 4 | 10 | 8
CCCCc1ccc(-c2ccc(C)cc2O)nc1 | -4 | 7 | 2 | -10 | -3 | -2 | 2 | 5 | -4 | -6
Cc1ccc2oc(=O)cc(CN3CCN(C/C=C/c4ccccc4)CC3)c2c1 | -4 | 3 | -1 | 5 | -3 | 2 | -2 | -9 | 1 | 0
O=C(CSC1=N/C(=C/c2ccc(Cl)c(Cl)c2)C(=O)N1c1ccccc1F)NC1CC1 | 30 | 5 | -1 | -16 | 2 | 20 | 1 | 5 | 1 | 2
CCOc1ccc2nc(NC(=O)CSC3=NCCS3)sc2c1 | -7 | -4 | 0 | -20 | 3 | -3 | 21 | 9 | -3 | 5
COc1cc(C(=O)NCc2nnc(SCC(=O)N3CCC(C)CC3)o2)cc(OC)c1OC | 5 | 9 | -2 | -5 | 0 | 0 | -1 | -8 | 10 | 4
O=C(NCC(c1cccnc1)N1CCN(c2ccc(F)cc2)CC1)c1ccc(F)cc1 (stereo unspecified) | 0 | -2 | -2 | -3 | -1 | 2 | 0 | -2 | 2 | 12
Cc1noc(C)c1NC(=O)N(C)C[C@@H]1Oc2ccc(NC(=O)Cc3cn(C)c4ccccc34)cc2CC(=O)N([C@H](C)CO)C[C@@H]1C | 1 | 2 | 0 | 2 | 3 | 3 | -1 | 0 | 5 | -4
C=CCn1c(CSCc2ccccc2)nnc1SCC(=O)N1CCN(c2ccccc2)CC1 | 1 | -2 | -1 | 10 | -1 | -4 | -5 | -5 | 2 | 3

Grouped by structure, the compounds so far containing an aryl thioether with sulfur outside any ring (3)
SMILES | NPR2 activator | mABHD4 FP | UHRF1 binding | HTRA1 inhibitor | MBD2 DNA inh | GC-A act | PRMT1 inh | rCAG RNA binder | SIAE primary | TCR-CD3 inh
Cc1cc(C)c2c(=O)[nH]c(SCC(=O)Nc3ccccc3)nc2n1 | 2 | 4 | -1 | 8 | -5 | -4 | -2 | 4 | 6 | 1
COc1cc(C(=O)NCc2nnc(SCC(=O)N3CCC(C)CC3)o2)cc(OC)c1OC | 5 | 9 | -2 | -5 | 0 | 0 | -1 | -8 | 10 | 4
C=CCn1c(CSCc2ccccc2)nnc1SCC(=O)N1CCN(c2ccccc2)CC1 | 1 | -2 | -1 | 10 | -1 | -4 | -5 | -5 | 2 | 3

Other entries.
SMILES | NPR2 activator | mABHD4 FP | UHRF1 binding | HTRA1 inhibitor | MBD2 DNA inh | GC-A act | PRMT1 inh | rCAG RNA binder | SIAE primary | TCR-CD3 inh
CCOC(=O)c1ccc(NC(=S)NC2CCCC2)cc1 | 7 | -14 | 0 | -1 | 1 | 7 | 0 | 3 | 8 | 4
O=C(C1CCN(C2CCN(Cc3ccsc3)CC2)CC1)N1CCOCC1 | -2 | 2 | 2 | 7 | 3 | 0 | 3 | -5 | -2 | 2
CCSc1nnc(CNc2ccc(F)cc2)n1CC1CCCO1 (stereo unspecified) | 3 | 6 | 0 | 2 | -4 | -3 | 0 | -3 | 5 | 6
O=C(Nc1ccccc1Br)C1CC(=O)N(c2ccc3c(c2)OCCO3)C1 (stereo unspecified) | 1 | 2 | -2 | 3 | 2 | 2 | 1 | 1 | 6 | 0
O=C(NC(=S)Nc1cccc2ncccc12)c1ccco1 | -3 | 2 | 0 | -1 | -1 | 2 | -6 | -1 | 7 | 5
COC(=O)N(C)C[C@@H]1OCc2cnnn2CCCC(=O)N([C@H](C)CO)C[C@H]1C | -5 | -8 | 1 | -4 | -3 | 2 | -2 | 3 | -7 | -6
CCN1CCN(CCNC(=O)CSCc2nc(-c3ccc(OC)c(OC)c3)oc2C)CC1 | 3 | 1 | -3 | 4 | 0 | 2 | -1 | -7 | -6 | 5
O=c1[nH]cc(NCc2ccccc2)c(=O)[nH]1 | 2 | 3 | 0 | 6 | 1 | 1 | 5 | -1 | 4 | -7
CCOC(=O)C1=C(C)NC(=O)NC1C (stereo unspecified) | 0 | 4 | -2 | 4 | -5 | 1 | -4 | -2 | 3 | -5
COc1cc(/C=N/NC(=O)CC2(C)OCCCO2)ccc1OCc1ccc(Cl)cc1Cl | 2 | -14 | -6 | -32 | 2 | 3 | -2 | -2 | 1 | 2
Fc1ccc(-c2ccc(CNCc3ccccn3)o2)cc1Cl | 0 | 3 | -5 | 27 | 3 | -3 | -2 | -6 | 3 | 4
O=C(COC(=O)c1cccnc1Cl)c1ccc(Cl)cc1Cl | 2 | -2 | -4 | -17 | 1 | 19 | -4 | 9 | 0 | -1
Cc1cc(C)cc(C(=O)Nc2ccc(N3CCCC3)cc2)c1 | -3 | 11 | 47* | 39* | 1 | 1 | 4 | 3 | 1 | 2
CC(C)(C)OC(=O)C[C@H]1C/C=C\C[C@@H](CC(=O)N(CCO)Cc2ccccc2)C(=O)NC[C@H](c2ccccc2)OC1=O | 5 | 0 | -1 | 6 | 1 | 2 | -3 | -7 | -5 | 0
CCCn1nc(C(=O)OCC(=O)c2ccccc2)c2ccccc2c1=O | -8 | -12 | 2 | 1 | -5 | -3 | -4 | -1 | 10 | -7
CC(=O)C1CN(S(=O)(=O)c2ccc(C)cc2)C(c2ccccc2)CC1C (stereo unspecified) | -5 | -7 | 2 | x | 5 | -4 | -2 | 0 | 5 | 2
CC(C)c1ccc(/C=N/Nc2cc(N3CCOCC3)nc(N3CCOCC3)n2)cc1 | -5 | -1 | 0 | -9 | -1 | -4 | 1 | 0 | -1 | -3
Oc1ccc(Cl)cc1CNCc1ccc(F)cc1 | -12 | 4 | 2 | -2 | -4 | 0 | -1 | -1 | 2 | 8
Cc1ccccc1OCC(=O)N1CCC2(CC1)CC(=O)c1ccccc1O2 | -3 | -3 | 3 | 0 | 6 | -1 | 5 | -7 | 5 | -10
COc1ccccc1-c1nn2c(=O)cc(C)nc2s1 | -7 | 0 | -1 | -6 | 3 | -4 | 0 | 3 | 1 | 8
CCc1ccc(C(C)NC(=O)c2ccc(F)cc2)cc1 (stereo unspecified) | 5 | -11 | 2 | 6 | -2 | 1 | 2 | 1 | -1 | 1
COc1ccc(NS(=O)(=O)c2ccc3c(c2)NC(=O)CO3)cc1 | -5 | 4 | 1 | -6 | 2 | -1 | 1 | 4 | 3 | 4
Cc1ccc(S(=O)(=O)NCc2ccc(C(=O)N3CCN(Cc4ccccc4)CC3)cc2)cc1 | -7 | 2 | -2 | -8 | -1 | -3 | 4 | -5 | 3 | 8
CC1C(=O)N2CCCc3cc(S(=O)(=O)NCCc4ccccc4)cc1c32 (stereo unspecified) | 1 | 4 | 2 | -2 | 5 | 2 | 5 | 2 | 4 | -1
O=C(CCc1ccccc1)NNC(=O)COc1ccccc1 | -2 | 28 | 2 | -3 | 0 | 3 | -1 | -2 | 10 | -6
O=C(c1cccs1)N1CCC2(O)CCCCC2C1c1ccc(F)cc1 (stereo unspecified) | -1 | -11 | 7 | -5 | 7 | -5 | 5 | -1 | 0 | -12
COc1ccccc1/C=C/C(=O)c1ccc(NC(C)=O)cc1 | -5 | -9 | -1 | -13 | -3 | 4 | 2 | -1 | -15 | 4
CC(C)OCC1CO1 (stereo unspecified) | -2 | -16 | 5 | 5 | 6 | 3 | 5 | 0 | -2 | -2
Cc1ccccc1Nc1cc(C)c2c(O)cccc2n1 | -1 | 3 | 0 | 4 | -2 | -6 | 0 | 4 | 2 | 13
COc1ccccc1C(=O)NCCNc1ccc([N+](=O)[O-])cc1Cl | -16 | 1 | 0 | -11 | -1 | -3 | 2 | 0 | -5 | -6
CCOC(=O)c1cc(NC(=O)c2ccc(OC)cc2)c(=O)oc1-c1ccccc1 | -1 | 0 | 2 | -6 | 1 | 6 | 6 | -3 | -6 | -6
CCCOC1CCCN(Cc2cn(C)nc2-c2ccccc2F)C1 (stereo unspecified) | -4 | -1 | 7 | 3 | 1 | -4 | -2 | -6 | 1 | -1
CN(c1ccccc1C(=O)N1CCN(Cc2ccc3c(c2)OCO3)CC1)S(C)(=O)=O | 1 | 6 | 1 | -3 | -4 | -3 | -1 | -5 | -2 | -1
CC(C)CCNc1nc(-c2ccco2)c2c(c1C#N)CCCC2 | 36* | 7 | -1 | -4 | -7 | 20 | 7 | 6 | -4 | -3
CCC[C@H]1[C@@H](NC(=O)c2ccc(N(C)C)cc2)CC[C@@]23CCCN2C(=O)CCC[C@@H]13 | -3 | 4 | 2 | x | -6 | -1 | 3 | x | 4 | x
CCOCCCNC(=O)c1ccc(NC(=O)C2=CSCCO2)cc1 | -1 | -3 | -3 | 3 | 4 | -2 | 4 | -4 | -1 | 3
Cn1c(=O)c2c(SCC(=O)N3CCCC3)nc(CC(C)(C)C)nc2n(C)c1=O | -1 | 10 | 0 | 3 | 3 | -1 | 1 | -4 | -2 | 5
